HepG2 viability: HepG2 cytotoxicity, counter-screen for TGF-b inhibitors; HepG2 CAGA-GFP viability, ATP luminescence, 18 h; Potency, µM (top dose mostly 46.1 µM), for inactives: at the top dose activity change, negative = cytotoxicity, usual class: cytotoxic; 410,000 compounds, 0.76% hits; AID 588856; note: potency is the fitted concentration of half-maximal effect; some results filed as inactive show a strong effect at the top dose
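CellTiter-Glo luminescence gave cytotoxicity after 18 hours at 37 degrees C. The cells were HepG2 CAGA-GFP in 1% FBS DMEM, stimulated with 500 pg/mL TGF-beta after compound addition. %Activity was normalised to no-cell wells (complete cell-killing) and DMSO (no toxicity), and curves were fitted and classified.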
MmCpn inh: M. maripaludis TRiC chaperonin inhibition; purified Mm-Cpn ATPase, ADP Transcreener TR-FRET; Potency, µM (series often up to 76.9 µM), for the others: at the top dose activity, negative = inhibition, hits mostly inhibitors; 330,000 compounds, 0.031% hits; note: potency is the fitted concentration of half-maximal effect; % is set by controls: 0 for no effect and ±100 for the full control effect; nearly all actives have a fitted effect of over 80% in size
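Purified archaeal chaperonin (25 nM final) was preincubated with compound for 10 min at 37°C, then ATP (10 uM final) was added for 30 min at 37°C in Tris pH 7.4/KCl/MgCl2/DTT buffer. ADP was quantified by HTRF Transcreener TR-FRET.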
Nrf2 activator: Nrf2 pathway activation; AREc32 ARE-luciferase reporter (MCF7-derived line), luminescence, 24 h; Potency, µM (doses to about 46.1 µM), without a hit: at the highest dose activation, hits mostly activators; 410,000 compounds, 0.31% hits; AID 624171; note: potency is the fitted concentration of half-maximal effect; % of control where 0% means no effect; nearly all actives have a fitted effect of over 65% in size
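Quantitative high-throughput format: AREc32 reporter cells, 1000 per well, received compound by pin transfer and were incubated 24 hr at 37 deg C, 5% CO2, before Steady-Glo luminescence detection.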
TGFb SMAD3 inh: TGF-b pathway inhibition; HepG2 CAGA-GFP TGF-b/SMAD3 reporter, GFP fluorescence, 18 h; TGF-beta stimulated, 500 pg/mL final; Potency, µM (top dose mostly 46.1 µM), inactives show top-dose activity, negative = inhibition, actives largely listed as inhibitors; 410,000 compounds, 1.2% hits; AID 588855; note: potency is the fitted concentration of half-maximal effect; % is set by controls: 0 for no effect and ±100 for the full control effect; nearly all actives have a fitted effect of over 65% in size
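Read-out: total well GFP (ex488/em500-530) summed from mean per-cell fluorescence. Cells: HEPG2 CAGA-GFP, 1% FBS DMEM, 18 h at 37 degrees C with 500 pg/mL final TGF-beta. Unstimulated wells served as the full-inhibition control; stimulated DMSO wells = 0%.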
S2 tox: reduces viability in counter-screen for ATXN expression inhibitors; S2 cells (HEK-293 line with an ATXN2-luciferase reporter) viability, CellTiter-Fluor protease fluorescence, 24 h; Potency, µM (highest dose often 56.7 µM), hits mostly cytotoxic; 400,000 compounds, 0.49% hits; note: potency is the fitted concentration of half-maximal effect; nearly all actives have a fitted effect of over 40% in size
A549 tox: kills or reduces viability of A549 cells in Nrf2 counter-screen | A549 ARE-Fluc cells, CellTiter-Fluor viability, 18-24 h | Potency, µM (doses to about 46 µM), without a hit: top-dose activity change, negative = cytotoxicity, actives largely listed as inhibitors | 390,000 compounds, 0.16% hits; note: potency is the fitted concentration of half-maximal effect; % is set by controls: 0 for no effect and ±100 for the full control effect
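A549 ARE_Fluc cells in 5% FBS OPTI-MEM were exposed to compounds in concentration-response for 18-24 h at 37 deg C. Viability was read by CellTiter-Fluor fluorescence (Ex 405/Em 525) after 30 min, before the luciferase read.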
CCT chaperon mod: changes cytosolic chaperonin activity; 360,000 compounds, 0.3% hits; purified chaperonin ATPase assay, HTRF ADP detection, 30 min; activity change, % (test concentration not listed), hits read low; AID 651819; in the data active = activity change below about -30%; note: % is set by controls: 0 for no effect and ±100 for the full control effect
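First, chaperonin was dispensed at 40 nM or 20 nM final depending on batch activity. Next, compounds were pinned at 76 uM and ATP added at 10 uM. After 30 min at 37 °C, ADP detection reagents ran 30 min at ambient temperature.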
Nrf2 inh: blocks Nrf2 signaling. A549 ARE-Fluc reporter, luciferase luminescence, 18-24 h. Potency, µM (series often up to 46 µM), for inactives: at the highest dose activity change, negative = inhibition, hits mostly inhibitors. 360,000 compounds, 2.1% hits. AID 504444; note: potency is the fitted concentration of half-maximal effect; % is set by controls: 0 for no effect and ±100 for the full control effect; nearly all actives have a fitted effect of over 60% in size
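Cells were seeded and rested 2 h, then exposed to compounds for 18-24 h. CellTiter-Fluor was read first as a viability measure. BugLite was added 15 min before the final luminescent read of ARE-luciferase activity in A549 cells.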
Akt phos inh: Akt phosphorylation inhibition; 360,000 compounds, 0.32% hits; Neuro2A IGF-stimulated pAkt S473 HTRF, 20 min; hits give low values; activity change, % for hits at 50 µM; in the data active = activity change below about -80%; inconclusive = mostly about -51% to -80%; note: % is set by controls: 0 for no effect and ±100 for the full control effect
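Neuro2A cells in DMEM with 0.5% FBS, overnight at 37 deg C, given compound at single 50 µM final, then IGF (6 nM final) for 20 min at 37 deg C. Lysed; phospho-Akt Ser473 by HTRF after 24 h, 665/615 ratio.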
* marks the source's active call; other numbers are inactive results; i = inactive; ? = inconclusive; · = not tested or not shown. Unless noted, calls come from the whole dose curve; as a rule, active = well fitted curve in the direction sought with a large enough effect; inconclusive = small, poorly fitted or top-dose-only effect, or another doubt; inactive = no such curve, though single readings can be large; an effect the other way counts as inactive or inconclusive.

SMILES	HepG2 viability	MmCpn inh	Nrf2 activator	TGFb SMAD3 inh	S2 tox	A549 tox	CCT chaperon mod	Nrf2 inh	Akt phos inh
Cc1nc(NC(=O)COC(=O)CNC(=O)c2ccco2)c(Cl)cc1Cl	-14%	0%	0.1%	-10%	i	2%	-2.5	10%	i
Cc1ccc(C2=N/C(=C\N(C)C)C(=O)O2)cc1	-12%	1%	0.4%	-2%	i	-14%	1.6	?	i
O=C(c1cccs1)N1CCN(C/C=C/c2ccccc2)CC1	3%	1%	3.3%	?	i	2%	-2.9	28%	·
Cc1ccc(S(=O)(=O)N2CCOC2CNC(=O)C(=O)NCc2ccco2)cc1 (stereo not drawn)	-2%	0%	2.8%	3%	i	2%	-1.8	1%	i
O=C(CCc1nc2ccccc2c(=O)[nH]1)OCc1cccc(C(F)(F)F)c1	-17%	-2%	-0.3%	?	i	3%	0.9	11%	i
Fc1ccccc1OCCSc1nnnn1-c1ccccc1	-25%	0%	0.2%	-5%	i	-8%	1.4	?	i
CC1CC(C)CN(C(=O)C(C)N(C)CC(=O)Nc2ccc(Cl)cc2)C1 (stereo not drawn)	-13%	-2%	6.2%	?	i	-1%	-0.9	?	i
C(=NN=C1c2ccccc2-c2ccccc21)c1c[nH]c2ccccc12	7%	·	8.9%	?	19µM*	?	2.1	-19%	i
O=C(CCC1N=C2c3ccccc3N=C(SCc3ccccc3Cl)N2C1=O)NCc1ccco1 (stereo not drawn)	-20%	-5%	0.2%	-17%	i	?	-2.3	18µM*	i
COc1ccccc1Nc1cc(C)nc2c(C)cccc12	-29%	·	-0.7%	5%	?	·	0.8	·	i
CCc1ccc(NC(=O)C(C)n2nnc3sc(-c4ccccc4)cc3c2=O)cc1 (stereo not drawn)	-18%	·	11%	-1%	i	5%	·	2%	·
CCCS(=O)(=O)NC(=O)C1(C)CCN(C(=O)c2c(-c3ccccc3)noc2C)C1 (stereo not drawn)	11%	·	0.3%	-2%	i	·	-1.0	·	·
Cc1cccc(N2CCN(C(c3ccncc3)c3nnnn3C(C)(C)C)CC2)c1C (stereo not drawn)	-6%	1%	-0.4%	0%	?	-4%	0.6	?	i
CN(Cc1cccnc1)C(=O)Cc1ccc(NS(=O)(=O)c2cccc(C(F)(F)F)c2)cc1	-10%	0%	-0.2%	3%	i	-13%	-2.8	?	i
CCOC(=O)N1CCC(N2C(=O)c3ccccc3C2Nc2ccccc2)CC1 (stereo not drawn)	-15%	-2%	-0.4%	-4%	i	-11%	0.0	-11%	i
COc1ccccc1-c1cn(S(=O)(=O)c2ccc(C)cc2)nc1N	-15%	-1%	0.3%	-21%	i	1%	-2.0	·	i
O=C(CSc1ncccn1)N/N=C/c1ccccc1[N+](=O)[O-]	-1%	-3%	30%	1%	·	2%	-1.5	0%	i
CCC(=O)Nc1nonc1-c1nc2ccccc2n1Cc1ccccc1	-47%	0%	1.7%	7%	i	11%	-5.6	?	i
CCCn1nc(C(=O)OCC(=O)Nc2ccc(C(N)=O)cc2)c2ccccc2c1=O	-1%	3%	0.3%	2%	i	7%	1.2	9%	i
O=C(CC1C(=O)NCCN1Cc1ccc(F)cc1Cl)NCc1ccon1 (stereo not drawn)	12%	0%	0.3%	13%	i	-1%	-3.0	11%	i
CC(C)N(Cc1ccccc1)C(=S)NCc1ccccc1	2%	-4%	-0.7%	14%	?	12%	-5.5	-14%	i
COc1ccc(-n2cnnc2SCC(=O)Nc2ccccc2F)cc1	0%	2%	-0.8%	12%	i	-3%	-0.7	-1%	i
CCOC(=O)N1CCN(C(=O)c2cc3c(=O)[nH]c4ccccc4c3s2)CC1	-84%	-5%	-0.1%	-3%	i	1%	-0.6	3%	i
CNc1cccc(-c2ccccc2CO)n1	1%	·	0.1%	-1%	i	·	0.2	·	i
COc1cccc(-c2c(-c3cc(OC)cc(OC)c3)n(C)c3ccc(-c4cnc(N5CCOCC5)nc4)cc23)c1	-1%	-14%	-0.6%	-21%	i	2%	1.0	-1%	i

Gathered by group: the entries above with a CF3 group (2)
SMILES	HepG2 viability	MmCpn inh	Nrf2 activator	TGFb SMAD3 inh	S2 tox	A549 tox	CCT chaperon mod	Nrf2 inh	Akt phos inh
O=C(CCc1nc2ccccc2c(=O)[nH]1)OCc1cccc(C(F)(F)F)c1	-17%	-2%	-0.3%	?	i	3%	0.9	11%	i
CN(Cc1cccnc1)C(=O)Cc1ccc(NS(=O)(=O)c2cccc(C(F)(F)F)c2)cc1	-10%	0%	-0.2%	3%	i	-13%	-2.8	?	i

More structures.
SMILES	HepG2 viability	MmCpn inh	Nrf2 activator	TGFb SMAD3 inh	S2 tox	A549 tox	CCT chaperon mod	Nrf2 inh	Akt phos inh
CN1CCN(/C=N/c2c(C#N)cnn2C)CC1	-7%	1%	-0.1%	-26%	i	-10%	-0.4	-12%	i
COc1ccc2c(c1)CCC1(C)CC(=O)C=C21 (stereo not drawn)	2%	·	-0.6%	11%	i	·	0.7	·	i
C=C1C(=O)O[C@H]2[C@H]1[C@H](OC(=O)/C(C)=C\C)C[C@]1(CO1)[C@@H]1[C@H](OC(C)=O)C=C(C)[C@]21O	0%	·	16µM*	?	?	-5%	-4.7	-4%	i
CN(C)c1cccc2c1c(NC(=O)Nc1ccc(Cl)cc1Cl)nn2C	9%	-4%	0.2%	-1%	i	0%	-0.9	-27%	i
Cn1nnnc1SCCCNCc1cccc(OCc2ccc(F)cc2)c1	-21%	·	3.1%	-5%	?	-16%	·	7%	·
Nc1nnc(-c2ccccc2Cl)s1	6%	-1%	2.4%	-6%	i	7%	-1.6	·	i
CCN(Cc1ccccc1)c1c(C(=O)O)cnc2c1cnn2C	3%	1%	0.3%	-9%	i	-3%	-1.8	25%	i
COc1ccc(/C=C2\SC(=O)N(CCC(=O)Nc3ccccc3)C2=O)cc1OC	-10%	-14%	-0.3%	8%	?	-7%	0.5	6%	i
O=C(CSc1ncnc2scc(-c3ccc(Cl)cc3)c12)NCc1ccc2c(c1)OCO2	2%	-3%	2.0%	0%	?	-3%	-0.8	-17%	i
COc1ccc(OCCC(=O)OCC(=O)NC(=O)NC(C)(C)C)cc1	-3%	-1%	0.2%	-4%	i	3%	-2.3	0%	i
O=C(NC(Cc1ccccc1)C(=O)O)/C(=C\c1ccc(F)cc1)NC(=O)c1ccco1 (stereo not drawn)	10%	0%	-0.6%	10%	i	-7%	-1.3	2%	i
CC(=O)Nc1cccc(NC(=O)CSc2ncc(-c3ccc(Cl)cc3)n2Cc2ccco2)c1	-46%	1%	-0.9%	-13%	?	-26%	-3.9	18µM*	i
COCCNC(=O)C1CCN(S(=O)(=O)c2ccc3c(c2)CCCN3C(C)=O)CC1	-18%	·	0.0%	-11%	i	-3%	·	·	·
CCN(CC(=O)Nc1ccc(NC(C)=O)cc1)C(=O)/C=C/c1ccc(S(=O)(=O)N2CCCCCC2)cc1	4%	1%	1.8%	-7%	?	-15%	0.7	-4%	i
Cc1cccc(NC(=O)CNC(=O)c2cccs2)n1	-4%	1%	1.7%	-16%	i	-1%	-3.3	2%	i
O=c1/c(=C\c2ccc3c(c2)OCO3)sc2n1CCCN=2	-43%	1%	-0.4%	8%	i	13%	-0.2	?	i
Nc1nc2nonc2nc1N	6%	0%	-0.4%	-14%	i	-7%	0.0	2%	i
CCS(=O)(=O)c1ncc(N(Cc2ccccc2)Cc2ccco2)c(C(=O)Nc2ccccc2C)n1	-15%	·	0.0%	12%	i	13%	·	0%	·
O=C(NCCO)C(=O)NCC1OCCCN1S(=O)(=O)c1cc(F)ccc1F (stereo not drawn)	3%	0%	-0.4%	1%	i	-2%	-1.8	5%	i
CCN(CC)C(=O)CSc1nc2ccccc2c(=O)n1CCC(=O)NCCc1ccc(OC)c(OC)c1	14%	-8%	0.2%	14%	?	-13%	-1.4	?	i
O=C(Nc1ccccc1N1CCCCC1)c1ccc(-c2ccc(Cl)cc2)o1	15%	-3%	-0.8%	?	i	-23%	0.6	6%	i
CC(=O)C1=C(O)C(=CC=Cc2ccccc2)OC1=O	-3%	·	17%	5%	i	·	2.3	·	i
Cc1cc(C)cc(OC(=O)C23CCC(C)(C(=O)O2)C3(C)C)c1 (stereo not drawn)	28%	4%	-1.4%	-2%	i	5%	0.1	19%	i
COc1cc(C)ccc1S(=O)(=O)NC(=O)C1(C)CCN1C(=O)Cc1ccc(C(C)(C)C)cc1 (stereo not drawn)	4%	·	-1.2%	7%	i	·	-1.3	·	i
COc1cc(C2C(C#N)=C(N)Oc3cc(C)n(CC4CCCO4)c(=O)c32)cc2c1OCO2 (stereo not drawn)	2%	0%	2.4%	-1%	i	-6%	-2.3	2%	i
O=C(Cc1ccc(S(=O)(=O)N2CCOCC2)s1)NNC(=O)c1ccccc1Cl	10%	1%	-0.3%	3%	i	-10%	-1.3	9%	i
O=[N+]([O-])c1ccc(CN2CCOCCOCCN(Cc3ccc([N+](=O)[O-])cc3)CCOCC2)cc1	-44%	1%	3.9%	?	i	1%	-0.6	?	i
COc1ccc(-c2nnc(SCC(=O)Nc3sc4c(c3C#N)CCC4)n2CC2CCCO2)cc1 (stereo not drawn)	-42%	0%	0.8%	0%	i	-29%	-5.0	?	i
CC(OC(=O)Cc1n[nH]c(=O)c2ccccc12)C(=O)Nc1cc(Cl)cc(Cl)c1 (stereo not drawn)	-17%	0%	0.8%	?	i	-2%	-1.8	-7%	i

An excerpt of these results, with bars between the fields:
SMILES | HepG2 viability | MmCpn inh | Nrf2 activator | TGFb SMAD3 inh | S2 tox | A549 tox | CCT chaperon mod | Nrf2 inh | Akt phos inh
Cn1nnnc1SCCCNCc1cccc(OCc2ccc(F)cc2)c1 | -21% | · | 3.1% | -5% | ? | -16% | · | 7% | ·
Nc1nnc(-c2ccccc2Cl)s1 | 6% | -1% | 2.4% | -6% | i | 7% | -1.6 | · | i

Assay outcomes deposited in PubChem BioAssay by National Center for Advancing Translational Sciences (NCATS).
